Screens (PubChem)
bIAP inh – bovine intestinal alkaline phosphatase inhibitors, primary screen, selectivity assay for TNAP inhibitor project, biochemical, bovine IAP, CDP-star luminescence | inhibition, % at 20 µM | AID 1019, 2008 | alkaline phosphatase, intestinal [Bos taurus] | 190,000 tested, under 10 active | purified bovine IAP, 30 min;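 active = over 50% inhibition of intestinal alkaline phosphatase at 20 µM in the single-dose screen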
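System: Purified bovine intestinal alkaline phosphatase (IAP) enzyme | Input: IAP diluted 1/65,000,000 in the well | Also added: CDP-star chemiluminescent phosphatase substrate, 30 µM final | Dosing: 20 µM single dose | Times: Enzyme reaction for 30 min at room temperature | Detection: Luminescence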
PPARg SRC3 recr – PPARgamma agonists recruiting SRC-3 coactivator, primary screen, biochemical. Peroxisome proliferator-activated receptor gamma (Homo sapiens), P37231. biochemical PPARgamma/SRC-3 coactivator recruitment assay. 0.26% of 200,000 active. activation, % at 8 µM; in the data active = activation above about 23%;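 note: 0% = DMSO and 100% = reference agonist; some compounds past the cut are filed as inactive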
Target sequence (P37231 whole entry, looked up): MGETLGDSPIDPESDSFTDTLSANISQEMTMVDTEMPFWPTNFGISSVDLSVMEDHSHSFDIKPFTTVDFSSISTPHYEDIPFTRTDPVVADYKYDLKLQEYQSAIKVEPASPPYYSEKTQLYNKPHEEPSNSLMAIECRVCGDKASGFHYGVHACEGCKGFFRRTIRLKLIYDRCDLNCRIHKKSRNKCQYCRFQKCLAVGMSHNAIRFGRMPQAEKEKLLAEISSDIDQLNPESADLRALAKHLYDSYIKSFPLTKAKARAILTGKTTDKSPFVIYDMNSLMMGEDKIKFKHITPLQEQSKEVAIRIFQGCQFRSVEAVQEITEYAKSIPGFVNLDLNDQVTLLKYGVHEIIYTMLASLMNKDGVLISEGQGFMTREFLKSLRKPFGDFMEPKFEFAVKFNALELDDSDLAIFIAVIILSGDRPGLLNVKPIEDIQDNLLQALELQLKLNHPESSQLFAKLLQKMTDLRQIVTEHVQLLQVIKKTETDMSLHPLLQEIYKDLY
HMGR II inh – inhibitors of E. faecalis class II HMGR, primary screen, biochemical, Enterococcus faecalis. HMG-CoA reductase (Enterococcus faecalis, mvaE). purified E. faecalis HMGR, NADPH absorbance 340 nm kinetic. inhibition, % at 10 µM. 0.41% of 190,000 active. AID 1066, 2008;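 active = inhibition above a set limit, the median over all tested compounds plus 3 SD, cut at about 9.5% in these data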;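 note: enzyme runs in reverse so mevalonate oxidation gives rising NADPH absorbance; 0% = complete reaction with DMSO and 100% = background rate lacking mevalonate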
PPARg SRC1 recr – PPARgamma agonists recruiting SRC-1 coactivator, primary screen, biochemical; 0.41% of 200,000 active; Peroxisome proliferator-activated receptor gamma (Homo sapiens), P37231; PPARgamma-SRC-1 coactivator recruitment biochemical assay; AID 631, 2007; activation, % at 8 µM; in the data active = activation above about 19%;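 note: 0% = DMSO and 100% = reference agonist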
S1P3 antag – S1P3 receptor antagonists, primary screen, cell-based; Sphingosine 1-phosphate receptor 3 (Homo sapiens), Q99500; CHO S1P3 NFAT-BLA reporter, FRET fluorescence, antagonist mode; inhibition, % at 4.98 µM; 0.27% of 170,000 active;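 active = inhibition above the plate cutoff, the mean inhibition of test wells on that plate plus 3 SD, cut at about 28% in these data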;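 note: cells challenged with S1P at its EC80 of 0.8 µM; blue over green emission ratio from cleaved BLA substrate after 4 h stimulation; 0% = S1P-stimulated wells and 100% = unstimulated DMSO-only wells; some compounds past the cut are filed as inactive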
Target sequence (Q99500 whole entry, looked up): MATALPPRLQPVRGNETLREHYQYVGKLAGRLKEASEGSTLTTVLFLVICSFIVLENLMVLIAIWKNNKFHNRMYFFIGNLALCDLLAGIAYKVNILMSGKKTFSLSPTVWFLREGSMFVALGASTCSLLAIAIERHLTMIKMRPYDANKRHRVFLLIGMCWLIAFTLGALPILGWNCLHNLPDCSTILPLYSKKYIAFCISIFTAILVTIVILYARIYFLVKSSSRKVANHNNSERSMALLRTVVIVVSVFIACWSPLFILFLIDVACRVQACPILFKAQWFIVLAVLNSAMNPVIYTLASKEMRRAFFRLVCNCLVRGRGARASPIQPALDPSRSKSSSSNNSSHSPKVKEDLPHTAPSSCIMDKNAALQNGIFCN
L major viab – Leishmania major promastigote growth inhibition, primary screen. Leishmania major promastigotes, resazurin fluorescence viability. inhibition, % at 10 µM. 9% of 200,000 active. AID 1063, 2008; in the data active = inhibition above about 50%;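 note: promastigotes grown with compound for 44 hours at 28 °C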
DTT redox prof – compounds producing H2O2 with reducing agent – biochemical, NIH compound library profiling, artefact control for MLSCN library redox annotation, primary screen | DTT-dependent redox cycling H2O2, phenol red/HRP absorbance; 100% = 100 µM peroxide control, 0% = buffer | 0.03% of 200,000 active | activation, % at 10 µM;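 active = activation of at least 50% relative to the plate's high and low controls in the primary single-dose screen; inactive = activation below 50%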;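 note: compound incubated with DTT at 0.8 mM final as the reducing agent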
PPARg SRC2 recr – agonists of PPARg-SRC-2 recruitment, primary screen, biochemical, HTS | PPARgamma LBD-SRC-2 recruitment | Peroxisome proliferator-activated receptor gamma (Homo sapiens), P37231 | 0.34% of 200,000 active | activation, % at 8 µM; in the data active = activation above about 22%;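 note: 0% = vehicle and 100% = reference agonist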
ROMK primary – ROMK potassium channel modulators, primary screen, cell-based, thallium flux, MLSMR library. ATP-sensitive inward rectifier potassium channel 1 (Homo sapiens), P48048. Tet-inducible ROMK, thallium flux fluorescence; actives lie on both sides. B-score at 10 µM. 2% of 130,000 active. AID 1918, 2009;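 active = signal ratio slope over the read window, or its plate-corrected B-score, at least 3 SD from the plate mean, either direction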;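 note: B-score of the F/F0 ratio slope over 7 to 12 s after thallium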
RAM network inh – inhibitors of the yeast RAM network, primary screen, dse1pr::URA3 reporter, 5-FOA selection; S. cerevisiae dse1pr::URA3 reporter, 5-FOA growth OD615, 2 d; analog-sensitive cbk1-as2 kinase mutant strain; inhibition, % at 50 µM; 1.8% of 190,000 active;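 active = inhibition above a set limit, 3 SD over mean compound inhibition, cut at about 8.4% in these data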;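 note: 0% = DMSO-only wells with no growth and 100% = 10 µM 1-NA-PP1 full growth; inhibition rescues growth on 5-FOA so higher OD means more RAM inhibition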
TR-FRET SRC-2 ct – TR-FRET signal artefacts, primary screen, artefact control for PPARgamma SRC-2 agonist project, biochemical | TR-FRET artefact counter-screen; active compounds read high | TR-FRET ratio at 8 µM | 0.4% of 200,000 active; in the data active = TR-FRET ratio above about 2000; note: inactives centre near 1500
Starred values were filed as active, the others as inactive; / = no result given.

SMILES	bIAP inh	PPARg SRC3 recr	HMGR II inh	PPARg SRC1 recr	S1P3 antag	L major viab	DTT redox prof	PPARg SRC2 recr	ROMK primary	RAM network inh	TR-FRET SRC-2 ct
Cc1cc(Br)ccc1NC(=O)CN1C(=O)C2C3CC(c4ccccc4)C(C3)C2C1=O (stereo not drawn)	8	-3	-5	4	/	55*	1.9	12	/	2.5	1674
COc1ccc(N(CC(=O)NCCC2=CCCCC2)S(C)(=O)=O)cc1	-8	9	-4	-1	/	3	0.0	3	/	0.0	1478
CCOc1ncccc1C(=O)Nc1ccc(S(=O)(=O)NC2=NCCCCC2)cc1	0	2	0	3	9	-1	-2.2	4	0.095	3.4	1616
CC(C)=C1SC(N2CCCCC2)=NC1=O	3	10	-2	3	/	-3	0.1	11	-0.11	0.8	1648
CN1CCc2c(sc3c2C(=O)NC(c2ccco2)N3)C1 (stereo not drawn)	12	-8	-7	2	-4	3	2.0	0	-2.3	-0.5	1475
COc1cccc(N=C(N)N)c1	3	1	-3	2	-9	-1	-1.0	7	/	2.7	1665
Cc1ccc(-c2n[nH]c(=O)c3ccccc23)cc1S(=O)(=O)NC(C)(C)C	-19	-1	0	4	-9	15	-0.5	3	0.26	4.5	1433
O=C(Nc1ccc(F)cc1)C1C(c2ccccc2)C1(Cl)Cl (stereo not drawn)	9	1	-1	-5	17	30	0.0	-8	-0.65	-0.8	1526
S=c1[nH]nc(-c2ccc3ccccc3n2)n1-c1cc(Cl)cc(Cl)c1	30	12	2	7	-22	29	0.3	7	0.54	4.4	1733
CCCCc1ccc(NC=C2C(=O)OC3(CCCCC3)OC2=O)cc1	15	-8	4	2	/	-6	-0.1	2	-0.082	1.2	1520
O=c1c(CN2CCN(Cc3ccccc3)CC2)coc2ccc(Cl)cc12	-1	2	0	-2	-19	76*	-3.1	-2	/	2.4	1497
CCCCCCN1C=C/C(=C\C=C(C#N)C#N)c2ccccc21	20	-6	-5	7	-19	8	2.1	-2	/	17*	1507
CCN(c1ccccc1)S(=O)(=O)c1cc(C(=O)OC(C)C(=O)Nc2ccc3c(c2)OCCO3)ccc1C (stereo not drawn)	-8	-7	-7	3	0	21	0.3	1	0.51	7.3	1467
O=C(CC(=O)Nc1cccc(Cl)c1)N/N=C\c1ccccc1	2	5	1	1	-2	37	-0.4	0	/	2.1	1875
Cc1oc(-c2ccccc2F)nc1CS(=O)(=O)CC(=O)NCc1ccco1	-2	14	1	2	-13	-2	0.2	4	/	2.4	1673
CCN(CC)S(=O)(=O)c1ccc2oc(SCc3ccc(F)cc3)nc2c1	13	5	-7	9	-2	-3	-0.2	12	/	10.0*	1692
COc1ccc(NS(=O)(=O)c2ccc(N3CCCC3)c(NC(=S)Nc3cccc(S(=O)(=O)N(C)C)c3)c2)cc1	-61	-3	-4	4	-1	30	-0.5	-8	-1.1	0.4	1957
O=C(O)c1ccccc1C(=O)Nc1ccc(Oc2ccc3ccccc3c2)cc1	10	-5	1	2	13	-6	-0.7	5	-0.012	4.9	1678
Cc1cc(C(=O)NCc2ccc3c(c2)OCO3)n(-c2ccccc2)n1	12	4	3	0	-6	-2	-1.6	2	/	1.2	1569
O=C(CNS(=O)(=O)c1ccccc1)OCc1cccc([N+](=O)[O-])c1	2	1	-3	-6	3	43	-0.4	0	0.36	0.9	1584
CN(C)CCNC(=O)Cc1ncc(C(F)(F)F)cc1Cl	-7	4	-8	2	-5	-4	-1.0	5	0.15	1.4	1847
CCN(CC)c1ccc(/C=N/NC(=O)c2cccc(S(=O)(=O)N3CCOCC3)c2)cc1	8	2	-4	3	5	73*	0.2	0	/	1.9	1541
Cc1ccc(OCC(=O)N2N=C(c3cccnc3)CC2(O)C(F)(F)F)cc1C (stereo not drawn)	8	2	-5	7	10	15	-0.2	5	/	2.5	1562
O=C(NC(Cc1ccccc1)C(=O)O)OCc1ccccc1 (stereo not drawn)	2	-9	-9	9	4	5	3.6	6	/	-1.0	1484
Cc1nn(-c2ccccc2)c(Cl)c1CN(C(=O)CCl)c1ccc(Cl)cc1	25	8	-6	4	17	100*	0.0	0	-1.9	1.3	1670

3 structures from above, arranged by number of heavy atoms, high to low:
SMILES	bIAP inh	PPARg SRC3 recr	HMGR II inh	PPARg SRC1 recr	S1P3 antag	L major viab	DTT redox prof	PPARg SRC2 recr	ROMK primary	RAM network inh	TR-FRET SRC-2 ct
CCN(c1ccccc1)S(=O)(=O)c1cc(C(=O)OC(C)C(=O)Nc2ccc3c(c2)OCCO3)ccc1C (stereo not drawn)	-8	-7	-7	3	0	21	0.3	1	0.51	7.3	1467
Cc1ccc(OCC(=O)N2N=C(c3cccnc3)CC2(O)C(F)(F)F)cc1C (stereo not drawn)	8	2	-5	7	10	15	-0.2	5	/	2.5	1562
CCCCCCN1C=C/C(=C\C=C(C#N)C#N)c2ccccc21	20	-6	-5	7	-19	8	2.1	-2	/	17*	1507

The listing picks up with the two entries that preceded the break.
SMILES	bIAP inh	PPARg SRC3 recr	HMGR II inh	PPARg SRC1 recr	S1P3 antag	L major viab	DTT redox prof	PPARg SRC2 recr	ROMK primary	RAM network inh	TR-FRET SRC-2 ct
O=C(NC(Cc1ccccc1)C(=O)O)OCc1ccccc1 (stereo not drawn)	2	-9	-9	9	4	5	3.6	6	/	-1.0	1484
Cc1nn(-c2ccccc2)c(Cl)c1CN(C(=O)CCl)c1ccc(Cl)cc1	25	8	-6	4	17	100*	0.0	0	-1.9	1.3	1670
Cc1cc2c3c(c1)C1(C(=O)N3C(C)(C)CC2C)C(C#N)=C(N)Oc2cc(O)ccc21 (stereo not drawn)	2	-3	1	8	5	100*	-0.5	9	/	3.4	1358
CC1=C(C(N)=O)C(c2cccs2)n2nc(-c3cccc(Cl)c3)nc2N1 (stereo not drawn)	-2	10	-6	-4	-9	15	-1.4	-2	/	2.5	1582
COc1ccc(/C=C2\CCOC2=O)cc1	1	-4	-8	-20	-1	-5	0.0	1	/	1.2	1425
CCOCc1cc(C)[nH]c(=O)c1C#N	0	0	-3	3	-5	-7	-0.4	-6	-0.033	2.0	1520
Cc1cccc(CS(=O)(=O)Cc2ccc(C(=O)NCCCN3CCOCC3)o2)c1	-2	-4	-5	5	-16	-1	-2.8	2	/	0.2	1588
O=C(CCn1c(=O)oc2ccccc21)N1CCN(C(c2ccccc2)c2ccccc2)CC1	-6	-1	-2	6	-5	25	0.0	-12	-2.8*	3.2	1410
Cn1c(=O)[nH]c(=O)c2c1nc(CN(Cc1ccccc1)Cc1ccccc1)n2CCN1CCOCC1	-2	-4	-8	4	-13	-8	2.6	4	1.2	0.4	1385
CCn1c(Cn2nnc(-c3ccccc3)n2)nnc1SCC(=O)Nc1ccc(N(C)C)cc1	-2	0	-3	-1	7	2	-0.7	1	/	2.8	1475
O=S(=O)(Cc1ccc(Cl)cc1)c1ncc(CO)n1Cc1ccccc1	6	0	5	3	-11	-4	0.4	2	0.18	-1.4	1365
O=C(NN1C(=O)c2ccccc2NC1c1ccccn1)c1ccc([N+](=O)[O-])cc1 (stereo not drawn)	9	3	-4	6	-5	27	-0.7	5	/	1.3	1661
CCOC(=O)c1c(C)n(-c2ccc(C)cc2)c2c(CC(C)=O)c(Br)c(OC)c(O)c12	9	-7	-10	-3	/	-1	0.1	1	0.011	2.9	1412
Cc1[nH]nc(N2CCCCCC2)c1[N+](=O)[O-]	13	-8	-1	0	/	1	0.4	-3	/	4.7	1491
Cc1sc2ncnc(OCc3nnc(-c4cccs4)o3)c2c1C	1	0	0	-2	-14	14	-0.1	-1	-0.18	-0.1	1479
O=C(CSc1nnc(-c2cccs2)o1)NCc1ccco1	10	9	-1	11	-21	-11	-0.7	15	-0.39	0.9	1605
O=C(c1cc([N+](=O)[O-])cc([N+](=O)[O-])c1)N1CCOCC1	16	3	3	0	-19	2	0.2	2	/	0.6	1430
CCn1c(CC(=O)Nc2ccc(C)cc2)n[nH]c1=S	17	0	4	3	0	-6	0.1	5	0.013	-0.1	1551
CCOC(=O)N/N=C\c1sccc1C	14	3	1	6	-11	-2	-0.4	-1	1.7	1.4	1605
Cc1ccc(C(=O)Nc2ccccc2C(=O)NC(Cc2c[nH]c3ccccc23)C(=O)O)cc1 (stereo not drawn)	2	1	-2	3	-27	-6	0.4	5	0.15	2.9	1689
O=C(O)CS/C(=C\c1ccc(F)cc1)c1nc2ccccc2s1	-13	2	-4	6	-15	-2	3.5	0	0.64	-1.5	1312
OC1CCN(CC(O)C(F)(F)F)CC1 (stereo not drawn)	1	-4	-8	2	-21	-1	-0.6	-1	0.57	1.0	1345
COc1cc(C(=S)N2CCCC2)cc(OC)c1OS(=O)(=O)c1ccc(NC(C)=O)cc1	-6	2	-5	-2	-1	-4	-0.1	6	0.62	3.4	1601
C#CCN1C(=O)C(O)(CC(=O)/C=C/c2ccco2)c2ccccc21 (stereo not drawn)	-11	6	4	13	-7	-3	0.2	5	0.27	2.1	1786
COc1cccc(OC)c1C(=O)OCC(=O)Nc1cccnc1Cl	5	-2	-2	8	8	-1	-2.0	3	1	0.4	1510
COc1ccc(Oc2cn[nH]c2-c2ccc(O)cc2O)cc1	-57	6	2	-3	-3	58*	-0.1	2	0.55	1.5	1692
NC(=O)c1ccc(NC(=O)COC(=O)c2c3c(nc4ccccc24)/C(=C\c2cccs2)CCC3)cc1	10	3	-3	10	3	14	0.3	6	0.49	6.6	1572
COc1ccc(C(=O)ON=C2c3ccccc3-c3ccccc32)cc1OC	-2	1	1	-4	0	-6	0.3	3	0.028	5.8	1503

Shown as a hit in ROMK primary, of those listed so far:
molecule	bIAP inh	HMGR II inh	S1P3 antag	DTT redox prof	ROMK primary	RAM network inh
O=C(CCn1c(=O)oc2ccccc21)N1CCN(C(c2ccccc2)c2ccccc2)CC1	-6	-2	-5	0.0	-2.8*	3.2

Compounds were not picked by outcome. About 13% of those tested had a hit in this group.
